WT yeast gro inh = growth inhibition of WT yeast, mitochondrial fusion screen; hit rate 2.1% among 190,000; AID 1362; mitochondrial fusion phenotypic screen, WT strain; inhibition, % at 10 µM; in the data active = inhibition above about 58%; tested in S. cerevisiae
MT stabilizer = microtubule stabilizers in HeLa cells | AID 2205 | HeLa tubulin immunostaining HCS, 24 h; share of cells brighter than vehicle mean+2SD | % tubulin-high responders, % at 10 µM | hit rate 0.83% among 200,000;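 active = plate Z-score above 3 for both tubulin-high and condensed-nucleus cell shares, with cell loss under 80%, at 10 µM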;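 also: anti alpha tubulin signal scored within the nucleus-defined area of each cell; some results filed as inactive read as strong as hits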
Autophagy mod = modulators of autophagy | calls only at 10 µM (by protocol) | AID 463193 | hit rate 0.98% among 190,000 | MEF GFP-LC3 puncta imaging; test concentration mostly 10 µM;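 active = percentage of spot-positive cells more than 3 SD above its plate mean, without a fluorescence outlier flag or 80% toxicity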;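 also: spot-positive cell cutoff set from DMSO-treated cells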
Dynein transport = blocks dynein driven cargo transport along microtubules. z-score, hits read low. 3617.4 mouse cells, GR-EGFP nuclear translocation imaging; test concentration mostly 20 µM; stimulated with dexamethasone, 1 µM; active compounds read low. AID 1381. hit rate 0.47% among 220,000;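 active = plate z-score of nuclear minus cytoplasmic receptor signal below a set negative limit, without overly bright fluorescence or cell loss, cut at about -3.5 in these data, passing the limit was not always enough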;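 also: z-score of nuclear minus cytoplasmic ring GR-EGFP intensity difference per well; some compounds called inactive have numbers as strong as hits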
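Medium: Induction medium lacking tetracycline, stripped serum | Probe or stimulus: 1.0 µM final dexamethasone stimulus | Schedule: 48 h induction, then 1 h compound, then 30 min agonist, 37 °C | Signal: Automated 10x imaging of fixed Hoechst-stained cells | Evaluation: Per-cell GR-EGFP intensity, nucleus versus surrounding cytoplasmic ring, well-averaged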
Yfh1-depleted yeast = enhancers of respiration in Yfh1-depleted yeast, dose response, Friedreich's ataxia, plus single-dose screen (AID 1465); S. cerevisiae Yfh1-off respiration, WST-1 reduction, 72 h; higher fold induction means a stronger effect; one-dose fold induction at 50 µM; EC50 in µM for titrated hits; hit rate 0.074% among 220,000;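 active = fold induction of absorbance versus untreated yeast above a set limit, then at least 30% activation at any dose in follow-up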;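 also: activators that raise dye reduction in frataxin-depleted yeast; strong numbers were not always called active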
b-catenin transl = modulators of beta-catenin nuclear translocation; hit rate 0.3% among 190,000; HeLa beta-catenin nuclear translocation, immunofluorescence imaging; nuclear translocation activity, % at 5 µM;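 active = nuclear translocation activity above 50% at 5 µM, with a well cell count of 50 or more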;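 also: per-cell ratio of nuclear to cytoplasmic median beta-catenin stain intensity; plate controls were DMSO negative control for no effect and GSK-3 inhibitor IX positive control for full effect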
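Test system: human HeLa cells, endogenous beta-catenin. Times: 24 h compound exposure, 37°C. Measured by: beta-catenin immunofluorescence imaging with DAPI.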
PMI inhibitors = MPI enzyme activity inhibition – biochemical, fluorescence intensity, coupled assay, primary screen (AID 1209); purified PMI enzyme, coupled fluorescence intensity; higher % means a stronger effect; inhibition, % at 20 µM, or IC50 in µM where a hit was titrated; hit rate 0.42% among 190,000;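 also: plate controls were DMSO vehicle for no effect and wells lacking substrate for full effect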
PMI inhibition = MPI inhibition at elevated mannose 6-phosphate – biochemical, fluorescence intensity, high mannose 6-phosphate, primary screen (AID 1220) | hit rate 0.66% among 190,000 | inhibition, % at 20 µM, or IC50 in µM where a hit was titrated | recombinant PMI enzyme, coupled fluorescence intensity; higher % means a stronger effect
Insulin prom up = MIN6 insulin promoter up-regulation; MIN6 insulin promoter-GFP reporter, high-content imaging; active compounds read high; z-score at 5 µM; hit rate 0.3% among 190,000; AID 1625;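 active = z-score above 3 at 5 µM with at least 500 cells counted in the well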
WT yeast gro inh mutant strain = second read-out of WT yeast gro inh, no call of its own (marks repeat the call); inhibition, %; mitochondrial fusion phenotypic screen, mutant strain inhibition
Dynein transport cytoplasmic EGFP = further read-out of Dynein transport, marked with its call; z-score; measured here: cytoplasmic GR-EGFP intensity; active compounds read high
Dynein transport nuclear GR-EGFP = also measured in Dynein transport; calls as there; z-score; measured here: nuclear GR-EGFP intensity;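 lower value marks the stronger effect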
Dynein transport cell count = further read-out of Dynein transport, marked with its call; z-score; measured here: cell count per field
Insulin prom up cell count = further read-out of Insulin prom up, marked with its call; cell count; measured here: cytotoxicity, nuclei count;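 total cells summed across four imaged fields per well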
b-catenin transl cell count 5 µM = recorded beside b-catenin transl, whose call it bears; cell count; measured here: cell count, cytotoxicity flag
MT stabilizer Hoechst-high % = second read-out of MT stabilizer, no call of its own (marks repeat the call); % Hoechst-high responders; measured here: nuclear condensation Hoechst responders;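 share of cells brighter than vehicle mean plus two SD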
MT stabilizer cytotoxicity % = also measured in MT stabilizer; calls as there; toxicity, %; measured here: cytotoxicity by cell density;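 0% = mean cell density of plate MIN control wells and 100% = no cells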
Autophagy mod cell loss 18 h = also measured in Autophagy mod; calls as there; toxicity, %; measured here: cell loss, nuclei count;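 cell loss after 18 h compound exposure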
* = called active by the depositor; i = inactive; . = no result given. Rule as the data show it, unless noted: active = inhibition above about 50%; inactive = the rest. Random draw from the library, and some 5% of all compounds hit somewhere here.

Order of results – WT yeast gro inh, WT yeast gro inh mutant strain, MT stabilizer, MT stabilizer Hoechst-high %, MT stabilizer cytotoxicity %, Autophagy mod, Autophagy mod cell loss 18 h, Dynein transport, Dynein transport cytoplasmic EGFP, Dynein transport nuclear GR-EGFP, Dynein transport cell count, Yfh1-depleted yeast, b-catenin transl, b-catenin transl cell count 5 µM, PMI inhibitors, PMI inhibition, Insulin prom up, Insulin prom up cell count
- O=C(Nc1n[nH]c(C2CCCCC2)n1)C1CCCCC1
 : 13, 9, 2.8, 1.8, 7.5, i, 1, 0.027, -0.16, 0.2, 1.5, i, ., ., 0%, 0%, -0.96, 1254
- CC(=O)c1ccc(C(=O)N2CCCC(C(=O)c3cc(F)ccc3F)C2)s1 (stereo unspecified)
 : -12, -11, 2.5, 1.0, 8.3, i, -2, -0.086, -0.29, 0.35, 0.4, i, 1.9, 975, 11%, 8%, -0.94, 1322
- CN(C)c1ccnc(Nc2ccc(O)cc2)c1C#N
 : -2, -14, 2.0, 2.6, 8.6, i, 9, 0.62, -0.17, -0.033, 0.38, i, -1.6, 1075, -14%, -5%, -0.01, 1344
- O=C(N/N=C/c1ccc([N+](=O)[O-])o1)c1cc2c(ccc3ccccc32)o1
 : 46, 27, 3.1, 2.4, 4.3, i, -3, -0.51, 0.78, -0.24, -0.098, i, 6.3, 1069, -27%, -12%, 0.77, 1151
- CCc1ccc(/C=N/N2CCN(c3ccccn3)CC2)cc1
 : ., ., ., ., ., ., ., -0.11, -0.22, -0.093, 0.58, i, -0.5, 1320, ., ., -0.38, 1142
- CCOC(=O)C1=C(N)Oc2cc(C)oc(=O)c2C1c1cccnc1 (stereo unspecified)
 : -7, 0, 5.4, 2.4, 7.5, i, 12, -0.36, -0.22, 0.025, 0.49, i, -3.8, 792, 5%, 10%, 0.28, 1361
- NC(N)=Nc1cc2ccccc2c2ccccc12
 : ., ., ., ., ., ., ., 2.2, 0.026, 1.5, -1.8, i, 2.4, 1016, ., ., -0.73, 1166
- Cc1ccc(C)c(Oc2coc3cc(OC(=O)c4cccs4)ccc3c2=O)c1
 : ., ., 3.4, 2.0, 8.9, i, -24, -0.59, -0.21, -0.6, 0.91, i, ., ., ., ., ., .
- COc1ccc2cc3cc(C(=O)Nc4cc(OC)c(OC)c(OC)c4)oc3nc2c1
 : -11, -39, 2.1, 1.5, 8.8, i, -7, -0.52, -0.24, -0.14, 0.78, i, -1.5, 961, 10%, 4%, -1.6, 897
- N/C(Cn1nnc(-c2ccccc2)n1)=N\O
 : -1, 1, 2.2, 1.4, 9.1, i, 2, -0.72, 1, 0.1, 0.83, i, -0.8, 1063, 6%, 6%, -0.25, 1859
- Cc1ccc2[nH]c(C)c(CCNC(=O)C3CCCCC3C(=O)OCC(F)(F)F)c2c1 (stereo unspecified)
 : 2, 14, 1.7, 2.8, 8.8, i, -8, 0.25, -0.2, 0.45, -0.88, i, 1.8, 1029, 15%, 6%, -0.33, 1432
- CCOC(=O)CCCCC(=O)c1[nH]c(=O)[nH]c1Cn1cnc2ccccc21
 : -12, 9, 1.8, 0.5, 28, i, -2, -0.81, 1, 0.23, -0.23, i, ., ., 9%, 4%, -0.33, 1241
- Cc1ccc(N2C(=S)NC3c4ccccc4OC2(C)C3C(=O)N(C)C)cc1 (stereo unspecified)
 : -9, 5, 2.5, 2.3, 9.5, i, 0, 0.59, -0.11, 0.45, -0.58, i, ., ., -18%, -9%, -0.13, 1129
- O=S(=O)(NC(=NC1CCCC1)C(F)(F)F)c1ccccc1
 : -2, -14, 2.4, 1.0, 1.8, i, 3, 3.4, -0.19, 3.4, -2.2, i, -2.8, 995, -3%, 1%, 0.12, 1187
- O=C(c1sc2cc([N+](=O)[O-])ccc2c1Cl)N1CCOCC1
 : 5, -19, 1.4, 4.7, 10, i, -8, 1, -0.26, 0.67, -0.73, i, 1.1, 871, 10%, 22%, ., .
- COC(=O)c1c(N)sc2c1CC(C)(C)OC2
 : -4, 1, 1.6, 2.0, 11, i, 16, -0.57, -0.31, -0.31, 0.56, i, 0.0, 1156, 5%, 8%, 0.39, 1371
- CCOC(=O)NC(=O)C(=CNc1ccc(C)cc1)C(=O)NC(=O)OCC
 : -7, -23, 7.1, 3.1, 14, i, -11, 2.6, -0.18, 1.7, -1.7, i, -3.1, 540, 2%, 6%, -0.16, 1307
- O=C(c1cc2nc(-c3cccs3)cc(C(F)(F)Cl)n2n1)N1CCCc2ccccc21
 : 25, 34, 2.5, 1.2, 5.1, i, 7, 0.45, 0.63, 0.19, 0.47, i, -0.2, 1091, 23%, 13%, 0.21, 1572
- Cc1ccc(NC(=S)N/N=C2/CCCc3c(C)cc(C)cc32)cc1
 : 23, 23, 1.6, 1.0, 6.4, i, 0, -0.22, -0.24, 0.55, 0.38, i, -4.1, 1084, -14%, -3%, -0.15, 989
- CCCN(Cc1ccc(N(CC)CC)cc1)CC1CC1
 : -5, 7, 3.2, 1.4, 6.0, i, 2, -0.82, -0.17, -1.1, -0.47, i, 0.7, 1332, 0%, 6%, -0.37, 1635

Three entries out of the list, ordered by heavy-atom count, smallest number first:
Order of results – WT yeast gro inh, WT yeast gro inh mutant strain, MT stabilizer, MT stabilizer Hoechst-high %, MT stabilizer cytotoxicity %, Autophagy mod, Autophagy mod cell loss 18 h, Dynein transport, Dynein transport cytoplasmic EGFP, Dynein transport nuclear GR-EGFP, Dynein transport cell count, Yfh1-depleted yeast, b-catenin transl, b-catenin transl cell count 5 µM, PMI inhibitors, PMI inhibition, Insulin prom up, Insulin prom up cell count
- O=C(c1sc2cc([N+](=O)[O-])ccc2c1Cl)N1CCOCC1
 : 5, -19, 1.4, 4.7, 10, i, -8, 1, -0.26, 0.67, -0.73, i, 1.1, 871, 10%, 22%, ., .
- CCc1ccc(/C=N/N2CCN(c3ccccn3)CC2)cc1
 : ., ., ., ., ., ., ., -0.11, -0.22, -0.093, 0.58, i, -0.5, 1320, ., ., -0.38, 1142
- Cc1ccc(NC(=S)N/N=C2/CCCc3c(C)cc(C)cc32)cc1
 : 23, 23, 1.6, 1.0, 6.4, i, 0, -0.22, -0.24, 0.55, 0.38, i, -4.1, 1084, -14%, -3%, -0.15, 989

Continued.
Order of results – WT yeast gro inh, WT yeast gro inh mutant strain, MT stabilizer, MT stabilizer Hoechst-high %, MT stabilizer cytotoxicity %, Autophagy mod, Autophagy mod cell loss 18 h, Dynein transport, Dynein transport cytoplasmic EGFP, Dynein transport nuclear GR-EGFP, Dynein transport cell count, Yfh1-depleted yeast, b-catenin transl, b-catenin transl cell count 5 µM, PMI inhibitors, PMI inhibition, Insulin prom up, Insulin prom up cell count
- CCOC(=O)Nc1ccc2c(c1)nc(CN1CCCCC1)n2C
 : -8, 15, 2.3, 1.3, 6.8, i, 1, -0.89, -0.32, -0.15, 0.92, i, -2.8, 1082, 4%, 8%, 0.7, 1610
- C(#Cc1ccccc1)CN1CCN(c2ccccn2)CC1
 : 3, -11, 3.8, 4.2, 13, i, 40, -0.18, -0.34, 0.015, 0.49, i, -7.6, 1074, -9%, -8%, 0.65, 1034
- CC(C)C(=O)NC(c1ccc([N+](=O)[O-])cc1)c1c(O)ccc2ccccc12 (stereo unspecified)
 : 34, -1, 1.9, 1.1, 11, i, 4, -0.12, -0.2, -0.46, 0.093, i, 1.5, 1380, 34%, 60%*, -0.17, 1588
- COc1ccccc1N(CC(=O)Nc1ccccc1C(=O)NC(C)C)S(C)(=O)=O
 : -2, -1, 2.6, 2.9, 6.0, i, 0, -1.2, 0.2, -0.22, 1.3, i, -4.9, 1013, -6%, -4%, -0.42, 1210
- COCCn1nnnc1C1(N(Cc2cc3cc(C)ccc3[nH]c2=O)CC2CCCO2)CCN(C)CC1 (stereo unspecified)
 : ., ., ., ., ., ., ., ., ., ., ., ., -0.7, 1109, 13%, 11%, 0.89, 920
- O=C(/C=C/c1ccccc1)Nc1ccc2c(c1)OCCO2
 : -10, 3, 1.7, 2.2, 7.5, i, -3, -0.8, -0.28, -0.52, 0.94, i, 0.5, 1590, ., ., ., .
- CC(C)CCNC(=O)C1(c2cccs2)CCOCC1
 : -2, 8, 1.4, 1.5, 5.6, i, -7, -0.064, -0.35, -0.36, 0.89, i, -2.9, 1099, -7%, -10%, 0.05, 1280
- O=C(CSc1nnc(C2COc3ccccc3O2)o1)Nc1nccs1 (stereo unspecified)
 : -10, -9, 2.9, 1.8, 12, i, -18, -1.8, -0.21, -0.76, 0.45, i, -1.0, 1107, 10%, 7%, ., .
- CC(C)OC(=O)c1c2c(n3ccccc13)C(=O)c1ccccc1C2=O
 : -5, 5, 2.1, 3.0, 8.7, i, -2, -0.79, 0.13, -0.53, 0.39, i, -0.5, 1106, 17%, 39%, 12*, 1449*
- CNNC(=O)C(C)NC(=O)c1ccc(Br)cc1 (stereo unspecified)
 : -14, -3, 2.1, 1.4, 7.8, i, -29, 0.08, -0.18, 0.45, -0.32, i, -1.5, 1354, 3%, 5%, 0.97, 1367
- Cc1nc2c(-c3ccccc3)c(C)[nH]n2c(=O)c1Cl
 : 1, 11, 2.5, 1.1, 5.7, i, -6, -1.3, -0.15, -0.54, 0.091, ., -0.6, 1050, 8%, 7%, 0.15, 1250
- Cc1onc(-c2c(F)cccc2Cl)c1C(=O)NNC(=O)C1CCN(Cc2cccc(F)c2)CC1
 : -8, -8, 1.5, 2.7, 9.8, i, -6, -1.1, -0.19, -0.91, 0.46, i, 0.9, 1392, -10%, -14%, 0.81, 1382
- CCSC1=N/C(=C\c2ccc(C)s2)C(=O)S1
 : 5, 1, 1.9, 1.4, 6.1, i, 6, -0.13, -0.24, 0.14, 0.41, i, -1.0, 1050, 22%, 10%, 0.36, 1530

Screening data deposited in PubChem by several laboratories.
